CHRM4 PAM: potentiates acetylcholine response at human M4 receptor | CHO-K1 hM4/Gqi5, Fluo-8 calcium fluorescence, ACh EC20; 0% = ACh EC20, 100% = maximal ACh | hit rate 0.4% among 360,000 | activation, % at 3 µM;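 active = activation above its plate's cutoff, the mean activation of sample wells plus 3 SD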; also: some results filed as inactive read as strong as hits
CRFBP-R2 block: CRF-BP/CRF-R2 complex antagonism; HEK293 CRF-R2/CRF-BP, CRF-induced calcium fluorescence; inhibition, % at 11.8 µM; hit rate 0.59% among 350,000;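 active = inhibition of the ligand-induced calcium signal above about 50% at the single tested concentration, limit read from the data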
CHRM1 PAM: potentiates human M1 receptor response to acetylcholine; CHO-K1 hM1, Fluo-8 calcium fluorescence, ACh EC20; 0% = ACh EC20, 100% = maximal ACh; P11229; activation, % at 3 µM; hit rate 0.088% among 360,000; in the data active = activation above about 19%, passing the limit was not always enough
Target sequence (P11229 whole entry, looked up): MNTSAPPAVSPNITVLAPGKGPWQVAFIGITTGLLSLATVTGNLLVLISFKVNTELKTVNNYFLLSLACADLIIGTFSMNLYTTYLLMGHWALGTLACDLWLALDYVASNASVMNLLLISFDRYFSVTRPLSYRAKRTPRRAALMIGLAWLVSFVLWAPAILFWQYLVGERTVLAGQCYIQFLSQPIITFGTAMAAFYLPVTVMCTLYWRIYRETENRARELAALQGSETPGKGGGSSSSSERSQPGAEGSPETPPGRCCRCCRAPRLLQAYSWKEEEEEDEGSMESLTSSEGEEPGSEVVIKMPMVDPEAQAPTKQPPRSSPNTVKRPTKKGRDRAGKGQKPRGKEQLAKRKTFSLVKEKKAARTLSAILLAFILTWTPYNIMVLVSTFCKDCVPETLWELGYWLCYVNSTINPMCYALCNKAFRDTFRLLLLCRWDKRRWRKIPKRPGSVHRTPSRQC
M4 antag: antagonists of human muscarinic M4 receptor (CHRM4) | P08173 | CHO-hM4 cells, ACh EC80, Fluo-8 calcium fluorescence | inhibition, % at 3 µM | hit rate 0.73% among 360,000;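 active = inhibition above its plate's cutoff, the mean inhibition of sample wells plus 3 SD, cut at about 27% in these data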;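 also: 0% = acetylcholine EC80 with DMSO and 100% = DMSO without agonist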
M5 ag: CHRM5 agonism in calcium assay. P08912. activation, % at 3 µM. CHO-K1 hM5 cells, Fluo-8 calcium fluorescence; 0% DMSO wells, 100% maximal acetylcholine response. hit rate 0.19% among 360,000;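 active = activation above the run's mean over test compounds plus 3 SD, cut at about 23% in these data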;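 also: signal is peak over basal fluorescence ratio across the kinetic read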
Target sequence (P08912 whole entry, looked up): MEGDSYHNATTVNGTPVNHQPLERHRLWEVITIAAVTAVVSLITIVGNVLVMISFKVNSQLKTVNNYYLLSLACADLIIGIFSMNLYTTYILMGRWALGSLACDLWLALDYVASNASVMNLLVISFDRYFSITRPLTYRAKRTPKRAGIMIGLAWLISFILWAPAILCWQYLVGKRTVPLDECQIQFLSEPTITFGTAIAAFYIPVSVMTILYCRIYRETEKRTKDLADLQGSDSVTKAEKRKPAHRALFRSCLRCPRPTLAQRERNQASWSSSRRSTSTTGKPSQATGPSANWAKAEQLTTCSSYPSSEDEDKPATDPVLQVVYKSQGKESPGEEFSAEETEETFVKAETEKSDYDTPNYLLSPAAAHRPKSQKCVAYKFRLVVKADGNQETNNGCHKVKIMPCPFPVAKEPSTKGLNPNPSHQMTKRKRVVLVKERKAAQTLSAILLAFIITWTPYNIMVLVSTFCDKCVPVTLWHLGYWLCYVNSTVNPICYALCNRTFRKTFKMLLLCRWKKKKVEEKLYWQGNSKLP
M5 PAM: CHRM5 positive allosteric modulation; AID 624038; P08912; activation, % at 3 µM; CHO-K1 hM5, Fluo-8 calcium, ACh EC20 PAM; 0% = ACh EC20, 100% = ACh EC100; hit rate 0.3% among 360,000;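 active = activation above the run cutoff, the mean activation of all test compounds plus 3 SD, cut at about 18% in these data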
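system = human M5 receptor in CHO-K1 cells | compound = one concentration, 3 µM final (nominal) | schedule = Post-acetylcholine fluorescence recording 140 s | signal = Fluo-8 calcium dye fluorescence, kinetic read | benchmarks = low control EC20 acetylcholine (0%), high control EC100 acetylcholine (100%) | repeats = singlicate, one well per test compound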
CHRM4 agonist: agonists of human muscarinic M4 receptor (CHRM4); P08173; hit rate 0.14% among 360,000; activation, % at 3 µM; CHO-K1 hM4/Gqi5, Fluo-8 calcium fluorescence; vehicle 0%, full acetylcholine response 100%;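 active = activation above the run mean over all test wells plus 3 SD, cut at about 32% in these data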;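 also: peak over basal fluorescence ratio per well then scaled between controls; 0% = DMSO wells and 100% = acetylcholine at EC100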
CRFBP-R2 agonist: CRF-BP/CRF-R2 complex agonism; HEK293 CRF-R2/CRF-BP, calcium dye fluorescence (FLIPR); percent of saturating CRF peptide response; activation, % at 13.2 µM; hit rate 0.46% among 350,000;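 active = activation of at least 50%, plus an integration ratio under a set limit after plate pattern correction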;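 also: plate controls were neutral control wells without compound for no effect and CRF at EC100 for full effect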
CHRM5 antagonist: antagonists of human muscarinic M5 receptor (CHRM5); P08912; CHO-hM5 cells, Fluo-8 calcium fluorescence, ACh EC80; inhibition, % at 3 µM; hit rate 0.59% among 360,000; AID 624040;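 active = inhibition above a per-plate cutoff, the mean of that plate's test compounds plus 3 SD, cut at about 27% in these data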;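 also: 0% = acetylcholine EC80 with DMSO and 100% = DMSO without agonist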
Numbers without * were called inactive; . = not tested or not shown.

entry	mol	CHRM4 PAM	CRFBP-R2 block	CHRM1 PAM	M4 antag	M5 ag	M5 PAM	CHRM4 agonist	CRFBP-R2 agonist	CHRM5 antagonist
1	COc1ccc(NC(=O)N(Cc2cc3ccc(OC)cc3[nH]c2=O)CC2CCCO2)cc1 (configuration not stated)	4.0	-0.3	16.1	-14.0	-0.3	3.9	6.0	-0.3	0.0
2	CN(Cc1ccccc1)C(=C(Cl)Cl)/C(=C1/NCCN1C)[N+](=O)[O-]	6.1	7.2	5.1	-3.8	1.4	-0.1	-0.1	4.2	-7.5
3	COCCn1nnnc1C(c1cc2ccc(OC)cc2[nH]c1=O)N1CCc2ccccc2C1 (configuration not stated)	-1.2	-19.2	3.6	-5.4	0.0	-2.1	1.5	2.7	2.8
4	COc1cc(OC)cc(-c2c(-c3ccc(F)cc3)c3cc(-c4ccc(SC)cc4)ccc3n2C)c1	-5.1	-3.4	3.3	8.1	0.5	0.5	-0.8	2.8	1.3
5	COc1ccc(NC(=O)N2CCCC(c3nc(-c4ccc(C(C)C)cc4)no3)C2)cc1 (configuration not stated)	5.7	-7.9	-2.4	-10.6	0.2	-12.8	3.3	-1.1	8.2
6	CC(C)=CC[N+]1(C)CCCCC1	1.5	9.0	-4.2	-17.3	-10.1	-4.6	1.2	-1.3	1.3
7	CCCCNC(=O)CCn1ccc2cc(S(=O)(=O)N3CCCC3)ccc21	-2.6	11.9	1.6	0.6	-1.5	-1.9	1.0	-0.1	-4.5
8	CCCCSc1nc2c([nH]1)c(=O)n(C)c(=S)n2C	1.6	-0.7	6.5	12.8	-2.2	-0.9	0.7	1.9	8.7
9	O=C(COc1ccccc1)Nc1nc2cc3c(cc2s1)OCO3	-1.4	-9.8	-0.4	0.4	-3.2	-7.3	4.9	0.7	26.9*
10	Cc1cc(C)n2nc(SCC(=O)Nc3ccc(S(=O)(=O)N(C)C)cc3)nc2n1	3.5	5.0	6.4	-8.4	4.7	4.1	2.4	-1.0	4.6
11	COc1ccc(-c2c(C)oc3c(CN4CCCC(C)C4)c(O)ccc3c2=O)cc1OC (configuration not stated)	-3.9	-0.4	14.4	5.1	0.0	0.0	-0.9	0.4	3.3
12	COc1ccccc1C(=O)NC(=O)COC(=O)c1ccc(C)o1	3.7	-8.4	9.9	-5.4	1.6	4.9	0.6	-0.4	-2.3
13	CC(C)C(=O)NC(NCC1CCCO1)C(Cl)(Cl)Cl (configuration not stated)	11.0	-4.8	4.3	-9.4	-1.9	-4.5	-0.1	-3.1	-5.0
14	COc1cccc(N2CCN(C(=O)c3ccc(N4C(=O)NC5CC4(C)Oc4ccccc45)cc3)CC2)c1 (configuration not stated)	-1.5	8.7	2.0	-6.3	-0.8	0.2	3.2	1.4	-0.8
15	O=C(CSc1nnc(-c2ccccc2F)o1)NC1CCCCC1	5.6	-3.6	3.8	-16.8	-2.2	4.3	-0.2	0.1	0.3
16	CCCCCCSc1ccc([C@@H]2[C@H]3C(=O)N(C)C(=O)[C@H]3[C@]3(C(=O)OC)CCCCN23)cc1	-1.3	-10.5	0.8	7.1	4.3	9.4	1.0	7.5	-4.4
17	Cc1ccccc1NC(=S)NCc1cccn1C	-2.8	-19.2	2.2	2.0	-4.0	-5.8	1.3	1.3	7.8
18	O=c1nc(N2CCOCC2)nc2n1CCO2	2.6	-10.5	6.3	-0.3	-1.5	-2.6	0.8	0.3	-2.4
19	CCCN(CCC)CCNC(=O)C1c2ccccc2C(=O)N(CCOC)C1c1ccc(F)cc1 (configuration not stated)	-2.9	-6.2	6.1	2.7	-0.8	-6.2	0.8	-0.1	4.3
20	COc1ccc(/C(C)=N/Nc2nc3ccccc3nc2C)cc1	-3.0	-7.1	6.5	4.0	1.7	11.6	1.5	-3.0	5.0
21	COc1ccc(/C=N/NC(=O)c2cc3c(OC)ccc(OC)c3[nH]2)cc1O	-8.4	0.2	-8.6	3.7	1.4	-13.6	20.1	-1.7	17.7
22	O=C(NCCSc1c[nH]c2ccccc12)c1c(F)cccc1F	1.1	-97.6	5.3	-8.5	3.1	-6.5	6.7	5.3	-0.1
23	COc1ccc(C[C@H]2CN3C(=NC[C@H]3C)N2CCNC(=O)CCC2CCCCC2)cc1	-2.2	-8.1	-28.0	-3.3	-10.1	-9.5	0.5	-0.3	5.0
24	COc1ccc(NC(=O)CCNC(=O)Cn2ccc3ccccc3c2=O)c(OC)c1	7.3	-2.0	-0.4	-4.0	-2.5	-0.2	-0.5	-0.3	3.1
25	NC(=O)C1(N2CCCCC2)CCN(C(=O)c2ccc(C#CC3(O)CCCCC3)cc2)CC1	10.9	7.5	0.7	-3.9	0.2	0.0	2.1	-0.7	-13.2
26	Cc1ccc(NC(=S)N(CCN(C)C)C(C)c2cccnc2)c(C)c1 (configuration not stated)	2.5	17.5	6.3	-6.7	-1.2	7.3	0.9	0.1	8.1
27	O=C(NC1CCCC1)C1CCCN1C(=O)Nc1ccc(Cl)cc1 (configuration not stated)	4.9	-15.0	11.8	-2.9	-5.9	5.0	-0.2	-0.2	-2.1
28	Cc1cc(=O)oc2c(C(=O)c3ccccc3)c(OCC(N)=O)ccc12	-2.3	21.9	11.3	5.3	2.3	-4.3	0.7	2.2	1.6
29	O=C(NNc1cc(Cl)ccc1Cl)c1c(F)cccc1Cl	-7.3	6.8	2.6	-1.7	-7.9	0.2	1.7	-1.5	-1.8
30	CCC(=O)N1c2ccc(S(=O)(=O)N3CCN(C)CC3)cc2CC1C (configuration not stated)	3.1	7.3	10.5	-13.0	-2.1	1.3	0.5	-0.4	-5.2

Screen by screen, quoted from above:
Entries 21 to 30 in CHRM4 agonist read 20.1, 6.7, 0.5, -0.5, 2.1, 0.9, -0.2, 0.7, 1.7, 0.5
Entries 21 to 30 in M5 ag read 1.4, 3.1, -10.1, -2.5, 0.2, -1.2, -5.9, 2.3, -7.9, -2.1

Single records (already shown). Order of screens: CHRM4 PAM, CRFBP-R2 block, CHRM1 PAM, M4 antag, M5 ag, M5 PAM, CHRM4 agonist, CRFBP-R2 agonist, CHRM5 antagonist
NC(=O)C1(N2CCCCC2)CCN(C(=O)c2ccc(C#CC3(O)CCCCC3)cc2)CC1 in the list: 10.9, 7.5, 0.7, -3.9, 0.2, 0.0, 2.1, -0.7, -13.2
COc1ccc(/C=N/NC(=O)c2cc3c(OC)ccc(OC)c3[nH]2)cc1O in the list: -8.4, 0.2, -8.6, 3.7, 1.4, -13.6, 20.1, -1.7, 17.7
COc1ccc(C[C@H]2CN3C(=NC[C@H]3C)N2CCNC(=O)CCC2CCCCC2)cc1 in the list: -2.2, -8.1, -28.0, -3.3, -10.1, -9.5, 0.5, -0.3, 5.0
CCC(=O)N1c2ccc(S(=O)(=O)N3CCN(C)CC3)cc2CC1C (configuration not stated) in the list: 3.1, 7.3, 10.5, -13.0, -2.1, 1.3, 0.5, -0.4, -5.2
Cc1ccc(NC(=S)N(CCN(C)C)C(C)c2cccnc2)c(C)c1 (configuration not stated) in the list: 2.5, 17.5, 6.3, -6.7, -1.2, 7.3, 0.9, 0.1, 8.1

Next part:
entry	mol	CHRM4 PAM	CRFBP-R2 block	CHRM1 PAM	M4 antag	M5 ag	M5 PAM	CHRM4 agonist	CRFBP-R2 agonist	CHRM5 antagonist
31	NS(=O)(=O)OCCCc1ccc(C(F)(F)F)cc1	17.2	9.0	13.5	-1.4	2.7	2.4	0.5	-4.2	-1.0
32	Cc1ccc(S(=O)(=O)NCc2ccco2)cc1C(N)=O	0.2	0.7	0.3	-1.0	-1.0	-9.5	1.8	-0.6	16.3
33	CCOC(=O)N1CCC(NC(=O)Cn2cccc2C(=O)c2ccccc2)CC1	7.6	-6.4	-1.0	-2.1	-2.3	2.1	-0.1	-0.4	-6.3
34	COc1ccc(CN(C)C(=O)c2cccc(C(=O)N(C)Cc3ccc(OC)cc3)c2)cc1	-9.1	-4.7	2.4	1.7	-1.5	-6.0	7.9	-0.6	3.2
35	COc1ccc(C(C)C)cc1S(=O)(=O)N1CCC(C(=O)NCc2cccnc2)CC1	4.8	7.6	-1.6	1.3	-2.9	8.2	1.7	-0.5	-4.7
36	O=C(c1cc(COc2ccc3ncccc3c2)on1)N1CCCC1	5.6	-10.1	2.2	10.3	1.2	-20.1	11.3	2.9	9.0
37	COc1cccc(/C=C2\CCCCC2=O)c1	0.8	2.1	20.2	-17.9	-0.3	31.2*	-0.3	-0.3	-25.9
38	NC(=NCCc1ccccc1)NS(=O)(=O)c1ccc(F)cc1	-0.5	16.9	9.0	-1.6	-0.5	-0.7	1.9	-2.7	-0.1
39	COc1ccc(OC)c2nc(-c3ccncc3)ccc12	-8.2	-2.2	3.6	0.0	-5.1	3.8	0.3	-7.0	4.0
40	O=C(NCCCN1CCOCC1)c1cc(S(=O)(=O)N2CCCCC2)ccc1Cl	1.5	-1.3	11.7	-2.8	-1.2	1.9	0.7	-0.8	-1.4
41	CCOC(=O)N1CCC(NC(=O)c2oc3c(C)c(C)ccc3c2C)CC1	2.9	22.3	-2.8	-15.5	-6.0	-1.9	4.6	-2.4	7.0
42	O=C(CNc1cc(S(=O)(=O)N2CCOCC2)ccc1NCC1CCCO1)Nc1ccc(F)c(F)c1 (configuration not stated)	-3.1	4.5	7.7	-24.9	-1.8	-0.2	4.2	3.1	-6.3
43	CCCCCCCC[n+]1cccc(C(=O)N2c3c(nc(N)[nH]c3=O)NC(C)C2C)c1 (configuration not stated)	0.5	25.6	-1.1	-5.2	-2.1	6.5	1.3	-1.4	-7.4
44	CCc1nc2ccccc2c(C(=O)OC2CCCCC2=O)c1C (configuration not stated)	0.8	-22.1	12.1	-0.4	-4.2	-0.4	1.9	-1.9	-4.8
45	Cc1cc(Cl)nc(-c2ccccc2)n1	-1.1	-5.9	0.6	-3.8	-1.9	1.6	1.1	-0.7	-6.9
46	CC(C)C[C@@H](CN1CCC[C@@H]1CN1C(=S)NC[C@@H]1Cc1ccc(O)cc1)N1C[C@H](Cc2ccc(O)cc2)N(CC2CCCCCC2)C1=S	10.7	.	2.6	-12.7	1.6	-9.8	-1.5	.	5.8
47	CN(O)C(=S)c1ccccc1	-2.4	-3.9	-2.4	31.7*	1.1	-12.6	3.5	1.2	26.6
48	O=C(NCc1ccccc1)N(Cc1cc2cc3c(cc2[nH]c1=O)OCO3)CC1CCCO1 (configuration not stated)	5.4	-10.8	6.2	0.1	0.7	11.7	0.0	-2.6	-7.6
49	O=C(C1CCCN(S(=O)(=O)c2cc(Cl)ccc2Cl)C1)N1CCOCC1 (configuration not stated)	-7.0	2.7	1.6	1.4	-1.5	1.8	1.1	-0.3	5.5
50	COC(=O)Cn1c(C)c(/C=C/c2cc[n+](C)cc2)c2ccccc21	-3.3	-5.6	8.0	-7.9	-1.0	2.2	0.4	39.3	1.3
51	O=C(CSCCO)Nc1ccccc1	5.3	1.0	7.7	3.9	3.2	-0.5	0.4	1.0	-0.4
52	CCOc1ccccc1N	-3.2	12.6	2.0	-1.4	2.2	0.2	0.1	-0.5	5.2
53	Cc1nnc(N/N=C/c2c[nH]c3ccccc23)[nH]c1=O	-3.3	5.3	-5.0	6.3	3.1	3.2	-0.6	-1.0	-5.7
54	CN(C(=O)c1ccc(OC2CCN(CCc3ccccc3)CC2)cc1)C1CCCCC1	-20.8	-15.5	-4.7	22.1	-15.2	-8.7	1.5	0.0	14.2
55	COc1ccccc1C(=O)NC(=O)Nc1nc(-c2ccccc2)cc(C(F)(F)F)n1	1.9	-3.0	5.5	1.9	-0.6	0.9	0.9	-0.7	4.7

Assay outcomes: PubChem BioAssay, several laboratories

Compounds were not picked by outcome (roughly 2.6% active in at least one column).
